# RXFP1 antagonist – blocks the human relaxin receptor RXFP1; activity change, negative = inhibition, % at 57.5 µM; HEK293-RXFP1, relaxin-stimulated cAMP HTRF, 30 min; stronger effect = lower value; Q9HBX9; 0.59% of 350,000 active;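 active = activity change of -60% or lower, but not beyond a set lower limit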; also: % is scaled to controls: 0 for no effect and ±100 for the full control effect
# D1 ag – human D1 receptor agonism | P21728 | HEK293 T-REx D1 cells, calcium flux, agonist mode | activation, % at 2 µM | 1% of 360,000 active | AID 504660; also: 0% is about no effect
#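 Tetracycline-induced HEK293 TREx D1 cells, force-coupled to calcium signalling, were dye-loaded with a no-wash calcium kit. Compound was pin-added after a 10 s baseline. Fluorescence was read kinetically at 1 cycle/s for 180 s, with calcium rises flagged as agonism.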
# D1 potentiator – human D1 dopamine receptor positive modulation; P21728; HEK293 TREx D1 cells, calcium flux, dopamine EC20 potentiation; potentiation, % at 10 µM; 0.036% of 360,000 active; in the data active = potentiation above about 30%; also: 0% is about no effect
# TRHR agonist – activates the human TRH receptor | TRHR cells, calcium flux fluo-8, FDSS agonist mode | activation, % at 2 µM | P34981 | 0.18% of 360,000 active; also: 0% is about no effect
# Target sequence (P34981 whole entry, looked up): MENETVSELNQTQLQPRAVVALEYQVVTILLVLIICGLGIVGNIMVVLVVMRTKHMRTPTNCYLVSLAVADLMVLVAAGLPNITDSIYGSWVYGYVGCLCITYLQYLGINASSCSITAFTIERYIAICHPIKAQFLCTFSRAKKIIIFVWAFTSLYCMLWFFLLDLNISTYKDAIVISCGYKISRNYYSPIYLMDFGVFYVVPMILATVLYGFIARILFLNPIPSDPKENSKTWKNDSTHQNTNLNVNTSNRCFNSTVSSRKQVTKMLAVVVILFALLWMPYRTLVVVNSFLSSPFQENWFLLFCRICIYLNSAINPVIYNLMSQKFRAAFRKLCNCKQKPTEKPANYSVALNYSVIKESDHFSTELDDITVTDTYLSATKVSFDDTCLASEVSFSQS
#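 TRHR-expressing cells, plated overnight in medium with 10% serum, were loaded with fluo-8 calcium dye at room temperature. After a 10 s baseline, library compound was pin-added and calcium release was recorded kinetically (ex 480/em 530) as agonist response.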
# TRHR enhancer – allosteric enhancers of human TRH receptor; 0.66% of 360,000 active; TRHR cells, fluo-8 calcium fluorescence, EC20 TRH enhancement; AID 493056; enhancement, % at 2 µM; in the data active = enhancement above about 30%; also: 0% is about no effect
#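 Enhancer read-out: after compound pinning and an initial kinetic agonist-mode read, an EC20 of TRH (10 nM final) was injected and fluo-8 calcium signal (Ex 480/Em 530) followed at 1 s/cycle for 100 cycles in TRHR-expressing cells.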
# D2 antagonist – antagonizes the human D2 dopamine receptor | inhibition, % at 10 µM | 2% of 340,000 active | P14416 | HEK293 TREx D2 cells, calcium flux, dopamine EC80 | AID 485344; in the data active = inhibition above about 30%; also: 0% is about no effect
# Target sequence (P14416 whole entry, looked up): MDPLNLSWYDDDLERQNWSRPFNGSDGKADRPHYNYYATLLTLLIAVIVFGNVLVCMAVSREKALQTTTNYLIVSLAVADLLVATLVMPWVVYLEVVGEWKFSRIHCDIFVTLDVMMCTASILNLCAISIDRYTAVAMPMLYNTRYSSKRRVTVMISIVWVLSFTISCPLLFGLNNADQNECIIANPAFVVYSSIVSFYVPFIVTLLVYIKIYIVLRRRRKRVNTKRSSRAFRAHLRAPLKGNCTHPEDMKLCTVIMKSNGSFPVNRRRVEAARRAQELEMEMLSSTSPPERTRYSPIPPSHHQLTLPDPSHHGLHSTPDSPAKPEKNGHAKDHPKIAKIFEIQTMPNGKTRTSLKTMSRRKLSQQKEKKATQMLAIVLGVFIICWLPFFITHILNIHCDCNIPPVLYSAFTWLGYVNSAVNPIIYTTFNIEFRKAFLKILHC
#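 Cells plated overnight at 30 C with tetracycline; no-wash calcium dye, 30–90 min RT; 10 s baseline; compound pinned; 180 s read; EC80 dopamine added; another 180 s read.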
# D1 antagonist – blocks dopamine activation of the human D1 receptor; activity change, negative = inhibition, % at 10 µM; P21728; 3.2% of 360,000 active; AID 504652; HEK293 TREx D1 cells, calcium flux, dopamine EC80; stronger effect = lower value; in the data active = activity change below about -30%; also: % is scaled to controls: 0 for no effect and ±100 for the full control effect
#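 Tetracycline-induced HEK293 Trex D1 cells, force-coupled to calcium, dye-loaded; compounds added and read 180 s, then EC80 dopamine added and calcium flux tracked kinetically another 180 s.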
# D2 potentiator – D2 dopamine receptor (human) potentiation | 0.34% of 340,000 active | P14416 | HEK293 T-REx D2, calcium flux, EC20 dopamine potentiation | potentiation, % at 10 µM;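 active = potentiation over 3 SD above the plate norm, cut at about 30% in these data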; also: 0% is about no effect
#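 Potentiation of an EC20 dopamine calcium response is measured in a force-coupled, tetracycline-inducible Hek293 Trex D2 line. Compound-only kinetic reads over 180 s flag agonists before dopamine addition.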
# D2 agonist – agonists of human D2 dopamine receptor | 0.53% of 340,000 active | activation, % at 2 µM | P14416 | HEK293 T-REx D2 cells, calcium flux agonist mode;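 active = activation over 3 SD above normal in the single-dose calcium agonist read, cut at about 30% in these data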; also: 0% is about no effect
#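 Agonism is scored from calcium flux in a force-coupled, inducible HEK293 cell line expressing D2, read kinetically for 180 s after compound addition against dopamine controls.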
# An asterisk follows results filed as active; x = not tested or not shown; & = joins results of further samples. Rule as the data show it, unless noted: active = activation above about 30%; inactive = the rest. Random draw from the library (roughly 7.3% active in at least one column).
SMILES,RXFP1 antagonist,D1 ag,D1 potentiator,TRHR agonist,TRHR enhancer,D2 antagonist,D1 antagonist,D2 potentiator,D2 agonist
O=c1c2c3n(c(=S)nc2[nH]n1-c1ccccc1)CCCCC3,4,0,7,0.1,-2,-8,-5,6,-2.3
COc1ccc(-n2cnnc2SCC(=O)Nc2cc(S(=O)(=O)N3CCCCC3)ccc2C)cc1,0,-1,-4,-0.5,-4,4,7,1,-0.4
C#CCSc1ncc(S(=O)(=O)c2ccccc2)c(=O)[nH]1,-3,-1,4,-0.5,0,4,5,11,-0.8
O=c1c2ccccc2[nH]c(=S)n1Cc1cccs1,-16,1,-4,0.2,4,0,8,5,0.7
COc1ccc(Cl)cc1-n1c(C)cc(C(=O)O)c1C,5,2,-2,-0.1,1,-11,-1,4,-0.1
CCOC(=O)c1cn(CC(=O)Nc2cccc(Cl)c2C)nn1,4&-3,0,4,-0.4,-1,x,-9,12,0.1
N#C/C(=C\c1cccc([N+](=O)[O-])c1)C(=O)NCC1CCCO1 (stereo unspecified),1,1,4,3.1,6,-8,-4,-2,0.9
Cc1ccc(S(=O)(=O)NC(=NCC(=O)O)c2ccc(F)cc2)cc1,23,2,-1,0.3,1,10,5,14,-0.1
O=c1c2c(nc(NCCO)n1CC1CCCCC1)-c1ccccc1CC21CCCC1,-1,2,-4,0.0,-17,8,7,16,1.4
C/C(=N\NC(=O)c1cccc(Br)c1)c1ccccn1,-14,2,3,-0.5,-5,12,1,-1,1.4
CC(=O)c1sc(N/N=C\c2ccc(N(C)C)cc2)nc1C,9,-1,-3,1.6,-1,-4,-9,4,-0.4
COc1ccc(CNC(=O)C2CCCN(S(=O)(=O)c3ccc(-n4cnnn4)cc3)C2)cc1 (stereo unspecified),-1,3,-4,0.0,-1,36*,-1,-16,0.5
CN(C)c1cnn(-c2ccccc2)c(=O)c1Cl,2,3,-10,-0.4,-4,0,24,0,-1.3
CC1CCCCC1NC(=O)COC(=O)c1ccc2c(c1)OCCO2 (stereo unspecified),1,0,-4,-0.2,7,-9,-5,18,-0.1
CNC(=O)/C(C#N)=c1\s/c(=C/C(=O)OC)c(=O)n1-c1ccccc1,-11,-3,1,0.1,-2,-11,8,1,-1.4
O=C(/C=C/c1ccc(OCCCF)cc1)NCc1cccc(Cl)c1,-16,4,-4,1.2,2,x,-4,x,x
Cc1cccc(Oc2nc3c(c(=O)n(C)c(=O)n3C)n2C)c1C,-7,2,-5,-0.5,-4,x,-1,-10,-0.9
NS(=O)(=O)c1cccc(NC(=O)CSc2nn(-c3ccccc3)c(=S)s2)c1,-12,0,-6,0.0,-4,x,-7,x,x
O=S(=O)(NCCS(=O)(=O)N1CCN(c2cccc(Cl)c2)CC1)c1ccc(F)cc1,-25,9,-2,0.2,-2,x,4,5,0.5
O=C(NCC(O)c1ccccc1)Nc1cccs1 (stereo unspecified),1,1,2,-0.3,3,-2,3,1,0.3
Cc1ccc(C)c(N2CCN(C(=O)C3CCN(C(=O)c4cc5sccc5n4C)CC3)CC2)c1,-38,6,1,0.0,1,x,-65*,5,0.2
O=C(NCCc1c[nH]c2ccccc12)/C(=C\c1cccnc1)NC(=O)c1cccs1,0,3,2,-0.1,3,7,4,7,-1.1
CCn1c(=N)n(CC(O)c2ccccc2)c2ccccc21 (stereo unspecified),-4,3,-8,-0.5,4,-2,9,-8,0.1
O=C(CN(C(=O)CCC(=O)Nc1ccccn1)c1ccc(F)cc1)NCc1ccc(F)cc1,-3,0,-3,-0.1,8,-24,-1,5,-0.2
O=C(c1c[nH]c(C(=O)N2CCN(Cc3ccccc3)CC2)c1)C1CCCCC1,-9,1,3,-0.5,-2,7,5,9,-0.9
SMILES,RXFP1 antagonist,D1 ag,D1 potentiator,TRHR agonist,TRHR enhancer,D2 antagonist,D1 antagonist,D2 potentiator,D2 agonist
C=C(C)CSc1nnc([C@@H]2CCCN2)o1,0,1,-4,0.3,1,-7,-6,3,6.6
N#Cc1ccccc1OCCOCCNC1CCCC1,3,0,-5,0.9,3,x,4,-18,x
CCOc1ccccc1CNS(=O)(=O)c1cc(-c2cc(C)no2)ccc1C,-7,15,-5,0.4,-4,5,51,-4,-1.5
Nc1ccccc1-c1nnc(-c2ccc(-c3ccccc3)cc2)o1,-2,4,-2,-0.7,14,-63,-21,17,0.3
C=CCn1c(CCc2ccc(OC(C)C)cc2)n[nH]c1=S,12,2,3,0.0,15,1,-5,13,0.3
CCOC(=O)c1c(C)[nH]c(/C(C)=N/O)c1C,1,0,-2,-1.5,23,11,0,1,0.5
COc1cc(/C=C/C(=O)NCc2cccnc2)cc(OC)c1OC,12,3,-3,0.1,1,x,-15,x,x
COc1ccc(CCNC(=O)c2ccc(CS(=O)Cc3ccc(Cl)cc3)o2)cc1OC (stereo unspecified),9,4,-2,-0.3,-11,18,-11,-3,-0.3
CCc1ccc2[nH]c(=O)c(CN(CCCN3CCOCC3)C(=O)Nc3ccccc3)cc2c1,-26,1,-11,-0.2,1,6,13,-10,0.3
CC(=O)C1=C(O)C(=O)N(CCCn2ccnc2)C1c1ccc(C)cc1 (stereo unspecified),12,1,-2,0.5,2,19,49,7,-0.2
CCOC(=O)C(=O)Nc1ccc(F)cc1,2,2,2,0.3,13,4,7,0,0.3
Cc1ccc(OCc2nn3c(-c4n[nH]c5c4CCC5)nnc3s2)cc1,x,1,-6,-0.5,5,-5,7,9,0.8
COc1ccc(C(=O)CCC(=O)N2CCN(c3ccc(N4CCOCC4)nn3)CC2)cc1,x,1,x,0.6,-2,23,-13,5,0.7
COc1cccc(Oc2ccc(N)cn2)c1,10,0,7,0.1,0,7,-7,8,-2.4
Nc1ccc2nc(Cc3ccccc3)[nH]c2c1,-6,0,-2,-1.0,4,12,4,7,-0.6
CCOc1ccc(-n2c(SCC(=O)N3CCc4ccccc43)nc3c([nH]c4ccccc43)c2=O)cc1,x,0,1,0.3,-3,x,15,-10,x
CCCn1c(=O)c2sccc2n2c(CCCC(=O)NCCc3ccc(Cl)cc3)nnc12,7,1,-2,-0.6,4,x,0,1,-0.6
CC(=O)c1cccc(NC(=O)C(C)OC(=O)CCC2CCCCC2)c1 (stereo unspecified),-6,4,-2,-0.2,3,14,-8,-1,-0.2
CCCCn1c(SCC2CCCO2)nc2cc(S(N)(=O)=O)ccc21 (stereo unspecified),-7,1,-3,-1.9,-2,11,0,-4,-0.1
O=C(CNC(=O)c1ccccc1)N/N=C/c1ccc([N+](=O)[O-])o1,8,5,-4,0.0,-5,0,-5,1,-0.4
COc1ccc(CNc2nc(SCc3cc(=O)n4cc(Cl)ccc4n3)nc3ccccc23)cc1,8,0,-2,0.0,16,8,-5,0,0.3
CC(=O)NC1(c2ccc(F)cc2)CCN(C(=O)Nc2ccc(F)cc2F)CC1,-17,3,-1,0.5,2,6,15,-5,-0.4
COc1ccc(CCNCC(=O)Nc2ccccc2C(F)(F)F)cc1,1,17,1,-2.6,4,1,8,8,1.9
O=C(CSc1nc2ccccc2nc1Cc1ccc(Cl)cc1)N1CCN(c2ccccc2)CC1,8,0,1,0.3,26,x,-4,-4,1.2
Cc1nc(SCC(=O)Nc2ccc(C(=O)O)cc2)n[nH]1,-9,1,-3,0.2,6,x,-1,10,-0.8
SMILES,RXFP1 antagonist,D1 ag,D1 potentiator,TRHR agonist,TRHR enhancer,D2 antagonist,D1 antagonist,D2 potentiator,D2 agonist
CCOc1ccc(N)c(SSc2cc(OCC)ccc2N)c1,-30,2,-5,0.4,-7,8,2,1,0.0
Clc1ccc(-n2cnnn2)cc1,2,2,1,1.3,5,3,-2,-2,-0.1
C=CCNC(=S)N1CCN(c2ncc(C(F)(F)F)cc2Cl)CC1,3,10,-4,0.9,-4,x,-10,x,x
COC(=O)c1cc(S(=O)(=O)N2CCN(c3ccccc3OC)CC2)cn1C,-2,2,-3,-0.6,9,8,0,-1,0.0
COC(=O)c1ccc(NC(=O)Cn2nc(C)c3ccccc3c2=O)cc1,3,12,0,0.3,0,-7,-9,1,-0.4
COc1ccccc1N1CCN(C(=O)c2nc(-c3ccc(C)cc3)n3c2CCCCC3)CC1,-2,3,-4,0.2,8,x,10,4,-1.0
CCc1ccc(/C=C2/SC(=S)N(CCC(=O)NCCCN3CCOCC3)C2=O)cc1,-13,29,-1,0.8,-1,-4,-11,0,1.1
Cc1ccc(-c2csc(NC(=O)CN3CCC(C(N)=O)CC3)n2)cc1,-15,2,-3,-0.9,-2,-11,-1,1,0.6
CCOc1cc2oc(=O)c3c(c2cc1Cl)CCC3,22,-1,5,-0.4,-5,-7,8,-5,1.2
N/C(=N\OC(=O)c1ccc(Br)cc1)c1ccncc1,5,-4,6,-2.4,-5,26,20,2,0.1
Nn1cnc2scc(-c3cccs3)c2c1=O,-1,3,-1,0.3,0,12,-23,1,-0.2
CS(=O)(=O)c1nc(S(=O)(=O)c2ccc(Cl)cc2)c(NCCCn2ccnc2)s1,-2,1,-3,-0.4,-2,-13,1,-20,1.9
COc1ccc(C)cc1NC(=O)C(OC(=O)CNC(=O)c1ccccc1)c1ccccc1 (stereo unspecified),x,4,-6,-0.9,-1,x,18,x,x
Cc1cc(C(=O)N/N=C/C=C/c2ccc3c(c2)OCO3)n[nH]1,-3,1,-1,-0.1,7,-7,2,10,-0.5
COc1ccc(N(Cc2ccccc2)S(=O)(=O)c2cc(C(=O)O)ccc2Cl)cc1,-8,4,x,0.0,-4,-9,-4,-3,12
Cc1ccc(C(=O)NCCc2csc(-c3cccnc3)n2)cc1,0,-1,-3,-0.1,6,21,-16,-5,-0.2
COc1cc(NC(=O)c2ccc(OC)c([N+](=O)[O-])c2)ccc1NC(=O)c1cccs1,x,1,1,1.9,1,4,-16,1,0.4
Cc1ccc(CCNC(=O)CCCn2nc(C)c3c(C)n(-c4ccccc4)nc3c2=O)cc1,-6,3,-2,-0.4,-5,x,4,4,0.1
CC(C)(C)c1ccccc1NC(=S)NCc1ccccc1,11,1,2,0.7,1,-6,-10,-7,2.1

# Rewritten with each value named: four of the compounds above.
SMILES: Clc1ccc(-n2cnnn2)cc1
  RXFP1 antagonist = 2
  D1 ag = 2
  D1 potentiator = 1
  TRHR agonist = 1.3
  TRHR enhancer = 5
  D2 antagonist = 3
  D1 antagonist = -2
  D2 potentiator = -2
  D2 agonist = -0.1
SMILES: C=CCNC(=S)N1CCN(c2ncc(C(F)(F)F)cc2Cl)CC1
  RXFP1 antagonist = 3
  D1 ag = 10
  D1 potentiator = -4
  TRHR agonist = 0.9
  TRHR enhancer = -4
  D2 antagonist = x
  D1 antagonist = -10
  D2 potentiator = x
  D2 agonist = x
SMILES: COC(=O)c1cc(S(=O)(=O)N2CCN(c3ccccc3OC)CC2)cn1C
  RXFP1 antagonist = -2
  D1 ag = 2
  D1 potentiator = -3
  TRHR agonist = -0.6
  TRHR enhancer = 9
  D2 antagonist = 8
  D1 antagonist = 0
  D2 potentiator = -1
  D2 agonist = 0.0
SMILES: COC(=O)c1ccc(NC(=O)Cn2nc(C)c3ccccc3c2=O)cc1
  RXFP1 antagonist = 3
  D1 ag = 12
  D1 potentiator = 0
  TRHR agonist = 0.3
  TRHR enhancer = 0
  D2 antagonist = -7
  D1 antagonist = -9
  D2 potentiator = 1
  D2 agonist = -0.4

# Bioassay records from PubChem.
